Screening data (PubChem)
GoLoco inh red – RGS12 GoLoco-Gai1 interaction inhibition; P63096; Gai1:RGS12 GoLoco peptide FP, rhodamine, 10 min; Potency, µM (titrated, usually from 61.6 µM), for the others: top-dose activity, negative = inhibition, hits mostly inhibitors; 230,000 tested, 0.44% active; AID 880; active = well fitted inhibition curve with a large enough effect, not every such curve was filed as active; inactive = no such curve, though single readings can be large or run the other way; also: % is scaled to controls: 0 for no effect and ±100 for the full control effect; nearly all actives have a fitted effect of over 30% in size; many of its hits are not listed in these tables
RECQ1 helicase – blocks DNA unwinding by human RECQ1 | P46063 | AID 2549 | 240,000 tested, 0.54% active | Potency, µM (titrated, usually from 57.3 µM), for inactives: top-dose activity, negative = inhibition, most hits filed as inhibitors | RECQ1 DNA unwinding, red fluorescence kinetic read;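 also: plate controls were vehicle for no effect and no enzyme for full effect; nearly all actives have a fitted effect of over 30% in size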
Target sequence (P46063 whole entry, looked up): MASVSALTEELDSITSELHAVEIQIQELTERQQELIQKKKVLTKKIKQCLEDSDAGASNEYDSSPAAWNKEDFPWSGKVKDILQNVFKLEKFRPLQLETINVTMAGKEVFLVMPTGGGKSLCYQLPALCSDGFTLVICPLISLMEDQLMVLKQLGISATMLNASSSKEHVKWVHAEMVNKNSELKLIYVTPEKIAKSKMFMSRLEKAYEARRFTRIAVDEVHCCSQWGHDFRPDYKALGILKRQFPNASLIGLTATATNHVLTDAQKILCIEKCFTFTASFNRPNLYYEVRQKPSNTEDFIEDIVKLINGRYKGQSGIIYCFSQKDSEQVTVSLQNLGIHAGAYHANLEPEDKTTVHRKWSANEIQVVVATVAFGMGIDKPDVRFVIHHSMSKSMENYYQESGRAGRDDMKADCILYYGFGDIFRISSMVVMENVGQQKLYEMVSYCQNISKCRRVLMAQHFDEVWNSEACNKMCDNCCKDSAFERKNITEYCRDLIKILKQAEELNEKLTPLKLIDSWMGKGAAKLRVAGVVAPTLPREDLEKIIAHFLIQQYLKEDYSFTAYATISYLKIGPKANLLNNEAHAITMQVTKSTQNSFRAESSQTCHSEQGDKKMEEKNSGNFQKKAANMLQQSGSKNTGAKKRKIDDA
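RECQ1T1 50 nM; forked duplex (20 bp + 30-nt ss tails) 200 nM, ATP 2 mM final; pH 8.0, 2 mM MgCl2, 2.5 ug/ml poly(dI-dC); 15 min compound preincubation; discontinuous kinetic read over 2 h at RT.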
TRb-SRC2 inh – disrupts binding of human TR beta to SRC2. AID 1469. 280,000 tested, 0.065% active. P10828. TRbeta-SRC2 peptide binding, fluorescence polarization; receptor liganded with 1 µM T3. Potency, µM (highest dose often 106 µM), inactives show at the top dose activity change, negative = inhibition, usual class: inhibitors;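 also: plate controls were bound peptide for no effect and peptide without receptor for full effect; nearly all actives have a fitted effect of over 50% in size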
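Fluorescence polarization of 20 nM Texas Red SRC2 peptide (20-aa NR interaction domain) bound to 0.6 uM human TRb ligand-binding domain, with 1 uM T3, after 5 hr at ambient temperature; inhibition seen as decreased polarization.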
ALDH1A1 block – ALDH1A1 (human) enzyme inhibition; P00352; Purified ALDH1A1, NADH fluorescence, propionaldehyde substrate; Potency, µM (doses to about 75.3 µM), for inactives: at the top dose activity, negative = inhibition, most hits filed as inhibitors; 220,000 tested, 7.3% active; AID 1030; active = well fitted inhibition curve with a large enough effect, not every such curve was filed as active; inconclusive = small, poorly fitted or top-dose-only effect, or another doubt; inactive = no such curve, though single readings can be large or run the other way;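 also: plate controls were no enzyme wells and a reference inhibitor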
KDM4E inh – JMJD2E (human) inhibition; Potency, µM (titrated, usually from 57.1 µM), without a hit: top-dose activity change, negative = inhibition, usual class: inhibitors; 230,000 tested, 1.6% active; JMJD2E catalytic domain, FDH-coupled NADH fluorescence (FDH is formaldehyde dehydrogenase); AID 2147; B2RXH2; active = well fitted inhibition curve with a large enough effect, not every such curve was filed as active; inconclusive = small, poorly fitted or top-dose-only effect, or another doubt; inactive = no such curve, though single readings can be large or run the other way;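 also: 0% = wells with enzyme and -100% = buffer wells without enzyme; nearly all actives have a fitted effect of over 50% in size; many of its hits are not listed in these tables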
Target sequence (B2RXH2 1-337 limits assumed): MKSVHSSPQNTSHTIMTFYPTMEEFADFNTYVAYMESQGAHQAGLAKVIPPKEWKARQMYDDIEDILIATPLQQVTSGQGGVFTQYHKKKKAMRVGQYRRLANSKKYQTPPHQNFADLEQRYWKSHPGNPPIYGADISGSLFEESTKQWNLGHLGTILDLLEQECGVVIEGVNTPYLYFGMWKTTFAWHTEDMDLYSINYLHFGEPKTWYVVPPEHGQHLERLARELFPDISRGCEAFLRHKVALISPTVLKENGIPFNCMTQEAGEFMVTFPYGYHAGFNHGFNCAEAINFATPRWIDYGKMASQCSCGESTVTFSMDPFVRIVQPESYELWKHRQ
TexasRed fluor – Texas Red fluorescence interference in TRb-SRC2 counter-screen. 280,000 tested, 0.29% active. AID 1479. Potency, µM (series often up to 106 µM), for the others: at the highest dose fluorescence change, negative = quenching. TRb/SRC2 Texas Red total fluorescence interference; active = well fitted curve in either direction with a large enough effect; inconclusive = small, poorly fitted or top-dose-only effect; also: % is scaled to controls: 0 for no effect and ±100 for the full control effect
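Flags fluorescent or light-absorbing compounds by total fluorescence, S + 2P, at 555 nm excitation and 632 nm emission. Mixture: 20 nM Texas Red SRC2 peptide, 0.6 uM human TRb LBD, 1 uM T3, 5% DMSO; compound exposure 5 h at ambient temperature.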
SMN2 splice enh – enhancers of SMN2 splice variant expression; Potency, µM (top dose mostly 46.1 µM), for the others: top-dose activity change, positive = activation, usual class: activators; 210,000 tested, 2.8% active; HEK293 SMN2-luciferase splicing reporter, luminescence, 30-36 h; AID 1458; also: % of control where 0% means no effect; nearly all actives have a fitted effect of over 55% in size
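HEK293 cells carry an SMN2 […]–luciferase reporter in which exon 7 inclusion puts luciferase in frame. Cells were plated 10-12 h before compound addition, then incubated 30-36 h at 37C. ONE-Glo luminescence was read; sodium butyrate at 4.5 mM final served as control.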
Lamin A splicing – LMNA splicing modulation. HeLa LMNA splicing GFP/RFP minigene ratio, 48 h. Potency, µM (titrated, usually from 46.1 µM), for inactives: at the highest dose ratio change, negative = inhibition, usual class: inhibitors. 200,000 tested, 0.01% active; active = well fitted inhibition curve with a large enough effect in the signal ratio, with a control signal flat, not every such curve was filed as active; inconclusive = small, poorly fitted or top-dose-only effect, or effect the other way, or a change in a side signal; the % refers to the signal ratio; also: % is scaled to controls: 0 for no effect and ±100 for the full control effect
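S3 HeLa stable clones carrying a lamin A-EGFP splicing minigene plus DsRed2 were seeded at 600 cells/well in Opti-MEM with 2% FBS, pin-dosed and incubated 48 h at 37°C. Acumen cytometry (488 nm) gave the GFP/RFP total-intensity ratio.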
The depositor's hits bear a star; i = inactive; u = inconclusive; x = no result given; [ ] = another dose, or the depositor's remark. Unless noted, calls follow the shape of the dose curve; as a rule, active = well fitted curve in the direction sought with a large enough effect; inconclusive = small, poorly fitted or top-dose-only effect, or another doubt; inactive = no such curve, though single readings can be large; an effect the other way counts as inactive or inconclusive. Potency is read from the fitted curve at half-maximal effect. A portion of the library; the hit share may differ from the screen's.

No.	structure	GoLoco inh red	RECQ1 helicase	TRb-SRC2 inh	ALDH1A1 block	KDM4E inh	TexasRed fluor	SMN2 splice enh	Lamin A splicing
1	CC(C)N1CC(O)=C(c2nc3ccccc3c(=O)[nH]2)C1=N	2%	i	-4%	u	u	-5%	-12%	-2%
2	CCOc1cc(Cl)c(NC(=O)CC)cc1OCC	-1%	-3%	-2%	9%	1%	0%	9%	-5%
3	CC(C)[C@@H]1N[C@]2(C(=O)Nc3ccccc32)[C@@H]2C(=O)N(c3cccc(C(F)(F)F)c3)C(=O)[C@@H]21	7%	i	6%	-3%	-1%	5%	-1%	-6%
4	OC1(c2ccc3c(c2)OCO3)CCN(Cc2ccc(F)cc2)CC1	-1%	-4%	-5%	x	1%	-1%	x	x
5	COCC1CCCN(Cc2nc(-c3ccc4c(c3)OCO4)no2)C1 (stereo not drawn)	-5%	i	-3%	5%	0%	-4%	x	x
6	O=C1Nc2ccc(Br)cc2C1=Nc1cccnc1	5%	i	-2%	x	u	0%	x	x
7	Cc1ccc(C(c2nnnn2CS(=O)(=O)c2ccc(C)cc2)N2CCN(c3ncccn3)CC2)cc1 (stereo not drawn)	-1%	2%	1%	-6%	u	2%	-5%	-7%
8	Cc1cc(N2CCN(C)CC2)nc(-c2ccccc2O)n1	0%	-2%	5%	x	-5%	-2%	x	x
9	O=C(CCC1CCCCC1)Nc1c2c(nn1-c1ccc(F)cc1)CS(=O)(=O)C2	-9%	-19%	-1%	10µM*	-2%	-1%	-5%	-15%
10	CC(/C=N/Nc1nc(N2CCCCC2)nc(N2CCCCC2)n1)=C\c1ccccc1	-2%	-6%	7%	-6%	2%	1%	-29%	-2%
11	C=CCN1C(=O)C(CC(=O)O)SC1=Nc1ccc(C)cc1 (stereo not drawn)	4%	-9%	1%	-1%	3%	-1%	x	x
12	C#CC(=O)N(c1ccc(OC)cc1OC)C(C(=O)NC1CCCC1)c1cccs1 (stereo not drawn)	12%	-15%	-3%	2%	-5%	-3%	x	u
13	COC(=O)Nc1ccc(S(=O)(=O)N2CCCCCC2)cc1	3%	-6%	1%	2%	7%	-4%	7%	-14%
14	COc1cccc(C(=O)c2ncc(C(F)(F)F)cc2Cl)c1	-4%	-3%	-3%	6%	9%	1%	-10%	x
15	CCN(CC)S(=O)(=O)N1CCC(C(=O)NCCN2CCOCC2)CC1	8%	0%	-5%	10µM*	-6%	-9%	6%	7%
16	Clc1cccc(Cl)c1/C=N/Nc1c(Cl)cncc1Cl	-7%	-13%	0%	2%	-10%	-1%	x	x
17	CCOc1ccccc1NC(=O)c1cc(Cl)ccc1NC(=O)c1ccco1	10%	-1%	-1%	17%	8%	-1%	6%	-3%
18	Oc1ccccc1/C=N/Nc1ncc(Br)cn1	-2%	i	4%	-3%	u	-3%	-73%[inhibitor]	u
19	COc1ccc(-c2oc3ccccc3c(=O)c2OC(=O)c2ccc(C)cc2)cc1	15%	1%	-4%	u	3%	-2%	32%	-18%
20	CCCC(=O)NC(=S)Nc1cccc(-c2nc3ncccc3o2)c1	13%	18%	6%	u	4%	2%	-5%	x
21	Cc1ccc(CCNC(=O)c2coc3nc4ccccc4nc23)cc1	119%[activator]	-8%	-10%	u	u	1%	-6%	-15%
22	CNC(=S)NNC(=O)c1ccccc1Br	-8%	-10%	0%	u	-4%	2%	-12%	-10%
23	CC(C)COc1ccc(N)cc1OCC(C)C	10%	i	-2%	u	-19%	4%	x	x
24	COC(=O)c1c(NC(NC(=O)CC(C)C)C(Cl)(Cl)Cl)sc2c1CCC2 (stereo not drawn)	6%	-5%	-5%	1%	-4%	5%	-18%	10%
25	Nn1c(SCC(=O)NC2CCCCC2)nnc1-c1ccc(Cl)cc1	6%	-2%	-5%	-1%	-5%	-8%	-24%	-8%
26	COc1ccc(S(=O)(=O)NCc2cccs2)cc1	-6%	-21%	-19%	10µM*	-10%	2%	9%	-3%
27	Cc1ccc2cc(CN(CCCO)S(=O)(=O)c3cccc4nsnc34)c(=O)[nH]c2c1	0%	1%	2%	u	-4%	-5%	-23%	-3%
28	COC(=O)CCCNC(=O)c1ccccn1	0%	i	10%	16%	4%	0%	21%	x
29	Cc1nn(Cc2cccc(F)c2)c(C)c1NC(=O)c1c([N+](=O)[O-])c(C)nn1C	-13%	i	-8%	3%	4%	-1%	16%	-3%
30	CC(C)(C)NC(=O)Cn1c(SCC(=O)N2CCCCCC2)nc2ccccc21	1%	-5%	7%	u	-26%	3%	0%	u
31	CCCc1nnc(NC(=O)C(C)N2C(=O)C3C4C=CC(C4)C3C2=O)s1 (stereo not drawn)	3%	i	0%	12%	3%	0%	-11%	-1%
32	Brc1ccc(-c2nnc3n2CCCCC3)cc1	-4%	-1%	-1%	13µM*	1%	5%	-27%	13%
33	NC(=O)CSc1nc(-c2ccccc2)nc2c1CCCC2	6%	7%	-4%	2%	-10%	-3%	x	-2%[46 µM]
34	CCOC(=O)c1ccc(NC(=O)NCCN2CCCCC2)cc1	-7%	-2%	-23%	-4%	-16%	-1%	14%	-13%
35	COc1ccccc1N(CC(O)Cn1ccnc1C)S(=O)(=O)c1ccc(C)cc1 (stereo not drawn)	-9%	-2%	0%	-7%	5%	0%	x	x
36	O=C(NN=C1CCCCCC1)C(=O)Nc1cccc(Br)c1	7%	-1%	6%	u	23%	-1%	-2%[1.84 µM]	-16%
37	CCN=c1scc(C)n1/N=C/c1cc(Br)c(O)c(Br)c1	0%	u	3%	u	u	-13%	u	u
38	COc1ccccc1-c1nnc(N)s1	-3%	-5%	-11%	u	u	-1%	x	8%[46 µM]
39	Cn1c(=O)[nH]c(=O)c2c1nc(NCCCO)n2CCOc1ccccc1	11%	-2%	2%	14%	-6%	-2%	x	7%[46 µM]
40	CCN1CCCn2c1nc1c2c(=O)n(C)c(=O)n1C	2%	-7%	-1%	2%	0%	1%	7%	-3%
41	CC(=O)OC[C@H]1COc2ccc3ccccc3c2[C@H]1N(C)C(C)=O	-10%	i	-7%	-4%	-3%	-6%	-3%	1%[46 µM]
42	CCOc1ccc(-n2cnnn2)cc1S(=O)(=O)NCc1ccccc1	4%	i	-13%	u	4%	-1%	51%	23%
43	O=C(NCc1cccnc1)c1cnc2sccn2c1=O	6%	5%	2%	u	u	4%	-15%	-11%
44	Cc1ccc(-n2nnc3c(=O)n(Cc4ccccn4)cnc32)cc1C	-1%	1%	4%	-13%	-3%	-4%	-3%	-31%[46 µM]
45	CNC(=S)N/N=C/c1cn(Cc2c(F)cccc2Cl)c2ccccc12	8%	u	6%	-17%	-16%	-10%	-16%	u
46	CC(=O)c1c(O)c(C)c(O)c2c1OC1=CC(=O)C(C(C)=O)C(=O)C12C (stereo not drawn)	39%[activator]	0%	-7%	u	-8%	4%	-7%	11%
47	CCC(Oc1ccc2c(c1)C(=O)CC(C)(C)O2)C(=O)NCCN1CCCCCC1 (stereo not drawn)	-13%	3%	-8%	u	u	-4%	-24%	-8%
48	COCCn1c(=O)c(-c2ccccc2)nc2cnc(Nc3cccc(OC)c3)nc21	5%	-3%	x	5%	x	x	x	u
49	COc1ccc(COC(=O)Nc2c(SC)nsc2SC)cc1	-5%	i	-1%	u	3%	0%	-15%	16%[46 µM]
50	Cc1cc(-n2[nH]c(C)c(C)c2=O)nc(-c2ccccc2O)n1	10%	-12%	0%	2%	-24%	-1%	-81%[inhibitor]	u
51	Cc1nn(C)c(C(=O)NNC(=O)Nc2cccc(C(F)(F)F)c2)c1Cl	10%	i	9%	u	5%	-2%	-12%	29%[46 µM]
52	CCOC(=O)N1CCN(C(=O)CCN2C(=O)COc3ccc(C)cc32)CC1	8%	-5%	-1%	-3%	-7%	2%	-13%	6%
53	O=c1c(Cc2c(F)cccc2Cl)c(O)ccn1CCCn1ccnc1	14%	i	-1%	u	8%	2%	1%	x
54	Cc1c(-c2ccccn2)c(=O)[nH]n1-c1ccc(F)cc1	17%	-2%	2%	5%	2%	0%	5.6µM*	u
55	Cc1cc(C)cc(NC(=O)CC2NCCNC2=O)c1 (stereo not drawn)	5%	-10%	-4%	2%	-4%	-1%	-9%	u
56	CCOC(=O)c1c(N)nn(C(=O)c2ccccc2)c1-c1ccccc1	13%	23%	-4%	6%	-6%	-3%	-2%	-9%[9.22 µM]
57	Cc1nn(Cc2ccc([N+](=O)[O-])cc2)c(=O)n1-c1ccc(Cl)cc1	14%	i	-4%	8%	-2%	-2%	-7%	u
58	NC(=O)c1ccsc1NC(=O)C1CCCN1S(=O)(=O)c1ccc(Cl)cc1 (stereo not drawn)	41%[activator]	7%	-2%	u	-1%	-4%	-13%	-15%
59	CC(=O)NCCCc1nc2ccccc2n1Cc1ccc(C)cc1	3%	i	-3%	3%	6%	-2%	-5%	-2%
60	CC(=O)C(=Cc1ccc(O)cc1)C(C)=O	3%	i	-4%	7.1µM*	u	-3%	x	-5%[46 µM]

Other compounds.
No.	structure	GoLoco inh red	RECQ1 helicase	TRb-SRC2 inh	ALDH1A1 block	KDM4E inh	TexasRed fluor	SMN2 splice enh	Lamin A splicing
61	CS(=O)(=O)n1nc(C(=O)N2CCOCC2)nc1N	5%	-18%	3%	5%	u	-1%	5%	u
62	Cn1c(CN2CCCCC2)c(C#N)c2ccccc21	8%	-1%	-1%	u	-23%	-1%	-19%	0%
63	O=C(c1ccc(N2CCCCC2)c([N+](=O)[O-])c1)N1CCOCC1	5%	-5%	-5%	1%	-2%	-1%	-6%	3%
64	Cc1cc(Cl)c(S(=O)(=O)N2CCCC2)cc1OCC(=O)NC1CCCCC1	-4%	-2%	5%	u	11%	-1%	-77%[inhibitor]	u
65	CSCC[C@@H]1NC(=O)C/C=C\[C@@H](C)COC(=O)[C@H](C)COC1=O	x	11%[11.5 µM]	6%[11.2 µM]	1%[13.5 µM]	x	-1%[11.2 µM]	x	x
66	C=COCCNC(=O)Nc1ccc(Cl)c(Cl)c1	7%	5%	13%	-1%	-10%	2%	27%	u
67	Cc1cc(C)n(CC(=O)N/N=C/c2c[nH]c3ccccc23)n1	3%	-1%	4%	x	-6%	-1%	x	x
